SENP6 inh = blocks the human protease SENP6; inhibition, % at 10 µM; AID 2599; Q9GZR1; hit rate 1.8% among 330,000; Recombinant SENP6 catalytic domain, aminoluciferin luminescence;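 active means inhibition above about 50% at the single tested dose, limit read from the data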;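 further: plate controls were DMSO wells with enzyme for no effect and DMSO wells lacking enzyme for full effect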
Target sequence (Q9GZR1 628-1112 limits assumed): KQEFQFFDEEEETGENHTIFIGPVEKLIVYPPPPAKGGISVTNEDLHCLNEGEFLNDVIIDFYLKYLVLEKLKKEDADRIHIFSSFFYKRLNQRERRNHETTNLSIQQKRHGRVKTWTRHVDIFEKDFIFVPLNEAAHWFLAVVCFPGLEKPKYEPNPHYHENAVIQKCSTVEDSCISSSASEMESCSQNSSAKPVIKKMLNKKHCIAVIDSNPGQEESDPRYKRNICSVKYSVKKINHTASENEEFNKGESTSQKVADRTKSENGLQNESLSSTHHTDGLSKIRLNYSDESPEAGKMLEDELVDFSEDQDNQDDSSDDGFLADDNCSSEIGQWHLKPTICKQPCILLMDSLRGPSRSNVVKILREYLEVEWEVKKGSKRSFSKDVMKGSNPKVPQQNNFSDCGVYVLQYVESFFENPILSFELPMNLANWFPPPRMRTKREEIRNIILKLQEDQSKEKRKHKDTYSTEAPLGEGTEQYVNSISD
ATG4B inh = blocks human ATG4B protease cleavage of LC3 substrate. Q9Y4P1. ATG4B cleavage of LC3-PLA2, NBD-HPC fluorescence, 1 h. inhibition, % at 8.33 µM. hit rate 0.51% among 340,000; in the data active means inhibition above about 40%
Target sequence (Q9Y4P1 whole entry, looked up): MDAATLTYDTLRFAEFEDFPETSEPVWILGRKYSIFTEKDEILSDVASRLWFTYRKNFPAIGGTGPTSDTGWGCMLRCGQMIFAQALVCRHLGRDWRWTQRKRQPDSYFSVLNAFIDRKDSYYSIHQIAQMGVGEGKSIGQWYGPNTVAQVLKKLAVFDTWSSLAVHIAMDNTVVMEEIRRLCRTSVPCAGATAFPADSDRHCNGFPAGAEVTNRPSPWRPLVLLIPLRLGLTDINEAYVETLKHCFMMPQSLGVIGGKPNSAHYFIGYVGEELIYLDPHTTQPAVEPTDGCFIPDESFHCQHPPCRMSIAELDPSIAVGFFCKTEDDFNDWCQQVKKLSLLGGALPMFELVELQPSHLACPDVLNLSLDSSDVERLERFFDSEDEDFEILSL
PfGluPho inh = PfG6PD (Plasmodium falciparum) enzyme inhibition | inhibition, % at 20 µM | PfGluPho enzyme, NADPH resazurin-diaphorase fluorescence | AID 504690 | hit rate 0.78% among 350,000;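 active means inhibition reaching at least a set limit at 20 µM in the primary screen, cut at about 59% in these data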;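 further: 0% = DMSO wells with substrate and 100% = DMSO wells lacking glucose-6-phosphate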
MPTP block = inhibitors of mitochondrial permeability transition pore; AID 602449; hit rate 1.4% among 360,000; isolated mouse mitochondria, Ca2+ swelling absorbance, 30 min; inhibition, % at 10 µM;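 active means inhibition of 50% or more, scaled per plate between neutral and stimulator controls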;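 further: 0% = DMSO wells given calcium and 100% = 1 mM EGTA wells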
SENP7 block = inhibitors of human SENP7 protease. inhibition, % at 5 µM. recombinant SENP7, Z-RLRGG-aminoluciferin luminescence, 40 min. Q9BQF6. hit rate 1.5% among 330,000;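 active means inhibition above about 50% at the single test dose, limit read from the data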;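 further: plate controls were DMSO with enzyme for no effect and no enzyme buffer wells for full effect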
NR3A LBD binder = modulators (binders) of human NR3A ligand-binding domain; NR3A LBD differential scanning fluorimetry, Tm shift; 0% = protein alone, 100% = glycine-bound protein; Tm shift relative to glycine control, % at 25 µM; hit rate 2.5% among 340,000; AID 1259313;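 active means melting temperature shift of at least 10% of the positive control shift, at one fixed dose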
SENP8 inh = inhibitors of human SENP8 protease. inhibition, % at 20 µM. recombinant SENP8, Nedd8 substrate fluorescence. Q96LD8. AID 602440. hit rate 0.64% among 360,000; in the data active means inhibition mostly above about 40%, no sharp cut-off; inactive means mostly below about 27%
Target sequence (Q96LD8 whole entry, looked up): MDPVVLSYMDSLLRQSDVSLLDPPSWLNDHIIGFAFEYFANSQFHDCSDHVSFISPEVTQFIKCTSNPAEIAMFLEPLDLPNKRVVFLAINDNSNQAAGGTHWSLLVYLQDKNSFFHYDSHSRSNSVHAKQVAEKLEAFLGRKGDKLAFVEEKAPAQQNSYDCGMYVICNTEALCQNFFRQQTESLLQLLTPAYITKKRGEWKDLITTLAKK
HKDC1 inh = HKDC1 (human) hexokinase inhibition | Q2TB90 | recombinant HKDC1, G6PDH/diaphorase resazurin coupled fluorescence | inhibition, % at 20 µM | hit rate 0.16% among 340,000 | AID 493160;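 active means inhibition above about 35% when tested at 20 µM, limit read from the data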;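 further: plate controls were DMSO wells with enzyme for no effect and DMSO wells lacking enzyme for full effect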
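System: Recombinant HKDC1 hexokinase | Amount: HKDC1 at 5 µg/mL | Reagent: Glucose with 1 mM ATP | Doses: Single 20 µM dose | Incubation: Reaction time 90 min, room temperature, protected from light | Signal: Coupled resazurin fluorescence, excitation 525 nm, emission 613 nm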
* hit, by the source's call; . = no result given.

mol,SENP6 inh,ATG4B inh,PfGluPho inh,MPTP block,SENP7 block,NR3A LBD binder,SENP8 inh,HKDC1 inh
COCCNC(=O)C(=O)c1c(-c2ccccc2)[nH]c2ccccc12,2,-6,9,-0.8,7,0,12,-3
Cn1c(=O)c(C(=O)CCl)c(N)n(Cc2ccccc2)c1=O,6,-8,-15,-0.7,-3,-1,2,10
Cn1c(NC(=O)c2cc(Br)ccc2Cl)cc(=O)n(C)c1=O,-8,-2,-2,-0.1,-7,1,4,-2
O=C(NC1CCCCC1)C(c1cccs1)N(C(=O)c1ccco1)c1ccc2c(c1)OCCO2 (stereo unspecified),-4,-1,18,-0.1,8,0,14,3
COc1ccc(CN2CCNC(=O)C2CC(=O)N(C)Cc2nc(C)cs2)c(OC)c1 (stereo unspecified),1,5,-11,-0.6,5,2,4,-5
CNC(=S)N/N=C(\C)c1ccc2c(c1)OCCO2,-13,12,-2,-0.5,-7,0,8,-8
O=C(CSc1nccn1Cc1ccccc1)NC1CCCC1,12,4,0,9.1,2,-1,0,-7
CCCNC(=O)[C@@H]1CCCN1C(=O)[C@@H]1Cc2ccccc2CN1,11,-2,-5,-0.2,1,-2,12,-2
O=C(c1ccc(F)cc1)C1CCN(C(=O)Nc2ccc(F)cc2)CC1,2,-5,0,-0.2,7,1,28,-6
CC(C)CCNS(=O)(=O)c1cc2c3c(c1)CCN3C(=O)CC2,6,-2,-22,0.2,0,0,10,2
Clc1cccc(-c2ccc(CNCc3ccccn3)o2)c1,7,-2,17,0.7,-2,-2,-39,-1
COc1ccc(N2CCN(Cc3nc(-c4ccccc4)no3)CC2)cc1,9,-6,17,-3.4,0,1,10,-2
O=c1[nH]c2ccc([N+](=O)[O-])cc2nc1/C=C(\O)c1ccccc1,3,-1,-2,1.8,-4,0,-27,-2
COc1ccc(-c2ccnc(SCC(=O)c3ccc(OC)c(OC)c3)n2)cc1,4,0,9,0.0,3,14*,12,-3
Cc1ccsc1C(=O)N1CCN(S(=O)(=O)c2cccc(F)c2)CC1,-16,-6,-8,0.8,14,0,7,-3
Cc1nc2ccccc2c(=O)n1/N=C/C=C/c1ccccc1,0,4,-20,7.0,1,1,17,5
Cc1ccc(-c2nc(CS(=O)(=O)CC(=O)N3CCCCCC3)c(C)o2)cc1,7,-8,-13,-1.3,-1,4,29,-5
COc1ccc(NC(=O)CCCNC(=O)Cn2cnc3sc4c(c3c2=O)CCCC4)cc1OC,15,-8,8,-1.5,4,1,5,-9
Cc1cc(C)c(C(=O)Nc2ccc(S(=O)(=O)Nc3onc(C)c3C)cc2)c(C)c1,-8,-6,-18,-1.4,3,2,9,10
O=C(COC(=O)/C=C/c1ccc2c(c1)OCO2)Nc1ccccc1,-5,-2,4,-1.6,-11,-1,-329,-2

Looked up above.
Cc1cc(C)c(C(=O)Nc2ccc(S(=O)(=O)Nc3onc(C)c3C)cc2)c(C)c1 @ NR3A LBD binder = 2
Cn1c(NC(=O)c2cc(Br)ccc2Cl)cc(=O)n(C)c1=O @ SENP6 inh = -8
CNC(=S)N/N=C(\C)c1ccc2c(c1)OCCO2 @ PfGluPho inh = -2
Clc1cccc(-c2ccc(CNCc3ccccn3)o2)c1 @ MPTP block = 0.7
COCCNC(=O)C(=O)c1c(-c2ccccc2)[nH]c2ccccc12 @ SENP7 block = 7

(more compounds)
mol,SENP6 inh,ATG4B inh,PfGluPho inh,MPTP block,SENP7 block,NR3A LBD binder,SENP8 inh,HKDC1 inh
COc1ccc(O)c(/C=N/Nc2nc(Nc3ccccc3)nc(-n3nc(C)cc3C)n2)c1,-8,-9,-7,-1.5,-3,8,-132,0
CC(=O)OCC(=O)C1(O)CCC2C3CCC4=CC(=O)C=CC4(C)C3C(O)CC21C (stereo unspecified),0,-8,2,0.4,1,1,14,2
CCOC(=O)N1CCN(C(=O)c2cn(CC)c3ccc(S(=O)(=O)N4CCCC4)cc3c2=O)CC1,-2,-4,-4,-1.1,3,0,16,8
CCNC(=O)CCn1nc(-c2ccc(C)cc2)c2ccccc2c1=O,4,-4,-3,0.2,0,-2,10,-5
COc1cc(CN2CCN(CC#Cc3ccccc3)CC2CCO)cc(OC)c1 (stereo unspecified),11,-2,4,0.6,5,-1,-28,2
CCOc1cc(/C=N/NC(=O)C(=O)NC)cc(Br)c1O,-14,1,0,0.8,-5,-1,-30,-5
COc1ccc(NC(=O)c2c(Cl)nc3ccccn23)cc1,-23,-4,8,0.1,-14,3,8,-4
CC1CC(C)CN(C(=O)c2cn(C)c3ccc(S(=O)(=O)N(C)C)cc3c2=O)C1 (stereo unspecified),-4,3,1,0.5,1,-3,4,-7
Cc1cc(N(CN2CCCC2=O)C(=O)c2ccccc2)no1,-4,0,-4,-1.8,3,1,16,-1
Cc1c(NC(=O)c2ccc(N(C)S(=O)(=O)c3ccccc3)cc2)c(=O)n(-c2ccccc2)n1C,-31,-10,-3,-2.5,2,-1,6,-3
CCOC(=O)CC1C(=O)NCCN1c1nc2c(C)cccn2c(=O)c1/C=C1\SC(=S)N(C(C)CC)C1=O (stereo unspecified),-10,1,54,.,-6,-2,.,4
CC(C)c1nc2c(s1)CCc1onc(-c3cccc([N+](=O)[O-])c3)c1-2,-17,-4,13,0.3,16,-5,10,0
O=[N+]([O-])c1ccc2nc(SCc3cn4cc(Cl)ccc4n3)[nH]c2c1,-11,-2,9,22,-6,-1,36,-9
CN(Cc1ccccc1)C(=O)c1cccnc1,-15,-1,-20,2.1,3,-1,-14,-2
COC(=O)C(CCSC)NC(=O)Cn1ncc2c(=O)oc3ccccc3c21 (stereo unspecified),-6,-3,-32,0.1,0,0,9,-4
O=C(NCc1ccccc1)C1=C[C@H](c2ccc(Br)cc2)C[C@H](OCc2ccc(CO)cc2)O1,-6,8,-5,-0.6,3,-5,2,3
S=C(NCc1cccc(Cl)c1)NC1CCCCC1,-21,59*,-4,77*,-2,-5,16,1
Cc1cccc(NC(=O)C(C)N2C(=O)C3C4CC(C(Br)C4Br)C3C2=O)c1 (stereo unspecified),-18,-9,13,2.1,-3,14*,20,5
Cn1c(=O)n(C)c2cc(S(=O)(=O)Nc3ccc(F)cc3)ccc21,0,0,-9,-0.4,-5,0,-11,3
CCCOC(=O)/C(C(N)=NCc1ccccc1)=C(\O)OCCC,-2,-1,25,5.7,6,-16,10,-1

Compound profiles, as listed above:
Cc1cc(N(CN2CCCC2=O)C(=O)c2ccccc2)no1 reads SENP6 inh = -4; ATG4B inh = 0; PfGluPho inh = -4; MPTP block = -1.8; SENP7 block = 3; NR3A LBD binder = 1; SENP8 inh = 16; HKDC1 inh = -1
COC(=O)C(CCSC)NC(=O)Cn1ncc2c(=O)oc3ccccc3c21 (stereo unspecified) reads SENP6 inh = -6; ATG4B inh = -3; PfGluPho inh = -32; MPTP block = 0.1; SENP7 block = 0; NR3A LBD binder = 0; SENP8 inh = 9; HKDC1 inh = -4

(further entries)
mol,SENP6 inh,ATG4B inh,PfGluPho inh,MPTP block,SENP7 block,NR3A LBD binder,SENP8 inh,HKDC1 inh
COc1ccc(C2/C(=C(/O)c3ccc(Br)cc3)C(=O)C(=O)N2C)cc1 (stereo unspecified),5,-2,-2,2.3,3,2,-4,-2
C#CCNC(=O)C1=C[C@H](C2CCCCC2)C[C@H](OCCCCO)O1,-10,-6,0,1.3,6,-2,2,-1
CCN1CCN(C(=O)C2(NC(=O)Nc3cccc(F)c3)CCCCC2)CC1,3,6,-6,-2.4,3,1,18,-3
COc1ccc(NC(=O)CN2CCN(Cc3ccc4c(c3)OCO4)CC2)cc1OC,-3,-10,13,1.1,3,2,19,2
Cc1nc(NC2=NCN(Cc3cccnc3)CN2)nc2ccccc12,.,1,0,3.8,.,4,14,-5
NC(=O)c1ccc(SCC(=O)NC2CCCCC2)c([N+](=O)[O-])c1,13,8,-7,-1.0,-2,0,15,-3
COc1ccc(C(=O)NCCN2CCOCC2)cc1[N+](=O)[O-],-15,-11,-20,1.6,-4,1,14,-3
CC1CCCC(NC(=O)COC(=O)c2cccs2)C1C (stereo unspecified),-3,-5,3,-0.2,-8,-2,19,-3
Cc1ccc(/C=N/Nc2nc(Cl)c(Cl)cc2Cl)s1,26,-8,8,-0.9,13,6,-186,-2
COc1cccc(C(=O)Nc2nnc(SCC(=O)Nc3ccc(NC(C)=O)cc3)s2)c1,70*,-1,26,-0.3,49,37*,-30,4
Cc1ccc(C(=O)Nc2nnc(C)s2)cc1,-27,-9,21,-2.4,-14,1,9,5
Cc1ccnc(N2C3CCC2CC(O)(c2ccccc2)C3)n1 (stereo unspecified),-5,-1,-8,0.2,-5,0,-104,-9
O=C(CNc1cccc2ccccc12)c1ccc([N+](=O)[O-])cc1,25,0,55,0.9,38,0,-402,2
CCOC(=O)C1(CCOc2ccccc2)CCN(Cc2ccc(NC(C)=O)cc2)CC1,-8,-1,-1,0.3,1,0,21,-18
COc1ccc(NC(=O)C2CCN(C(=O)c3cccs3)CC2)c(OC)c1,-5,0,-17,-1.8,-3,0,30,-1
COc1ccc(NC(=O)CNC(c2ccccc2)c2ccccc2)cc1Cl,-24,-12,29,4.4,-4,-5,4,0
COc1cc(C2/C(=C(\O)c3ccc4c(c3)CC(C)O4)C(=O)C(=O)N2CCCn2ccnc2)ccc1O (stereo unspecified),-10,2,-5,-0.3,-17,-3,15,-4
COc1ccc(-c2csc(NC(=S)NC(=O)c3ccc(S(=O)(=O)N(C)C)cc3)n2)cc1OC,-7,3,-5,1.4,-1,-14,5,-3
Cc1cc(C)cc(Oc2coc3cc(OC(=O)c4cccnc4)ccc3c2=O)c1,-7,0,-10,4.1,1,-5,-277,-15
CCC(CC)c1nnc(NC(=O)CS(=O)(=O)c2ccc(C)cc2)s1,-20,-6,40,-0.1,2,2,4,-7

Remaining list, next part
mol,SENP6 inh,ATG4B inh,PfGluPho inh,MPTP block,SENP7 block,NR3A LBD binder,SENP8 inh,HKDC1 inh
N#Cc1c(SCC(=O)Nc2ccccc2)nsc1SCC(=O)Nc1ccccc1,0,-3,-1,4.6,9,15*,13,11
Cc1ccc2nc(-c3ccccc3)nn2c1,.,-3,30,0.2,.,1,7,-3
CCCCN(CC)CCNC(=O)c1cc2c(=O)n(CC)c3ccccc3c2s1,-8,1,-2,-0.7,7,-3,-296,4
Cc1cccc(-n2c(=O)c3ccccc3n3c(=S)[nH]nc23)c1C,33,1,0,-0.8,-7,3,-2,1
Cc1ccc(-c2nc(N)n(C(=O)c3cccs3)n2)cc1,-18,-10,18,0.1,-3,-1,17,-3
Cc1sc2ncn(CC(=O)NCC(=O)N3CCN(c4ccc(F)cc4)CC3)c(=O)c2c1C,-9,-14,-3,1.3,-12,-1,-1,5
O=C(NCc1ccc2c(c1)OCO2)C(c1ccco1)N(C(=O)c1csnn1)c1ccccc1 (stereo unspecified),-5,-8,3,2.4,-2,-3,41*,-3
CCCC(=O)OCC(=O)Nc1cc(C(C)(C)C)nn1-c1ccccc1,-3,-7,-6,-0.5,0,0,20,1
Cc1ccc(S(=O)(=O)NCC(=O)N(CC2CCCO2)C(C(=O)NCC2CCCO2)C(C)C)cc1 (stereo unspecified),-14,1,-1,-3.0,4,3,5,-2
O=C(NN1C(=O)c2ccccc2NC1c1ccccc1OCc1ccccc1)c1ccncc1 (stereo unspecified),-1,-7,-11,-0.5,-7,-7,-26,-1
O=C(COc1ccccc1[N+](=O)[O-])N(Cc1ccco1)C1CCS(=O)(=O)C1 (stereo unspecified),12,-3,5,1.8,-9,-1,11,-3
O=C(COC(=O)CCC(=O)c1ccc(F)cc1)Nc1cccc(S(=O)(=O)N2CCOCC2)c1,-6,-19,-1,2.0,0,0,23,0
CN(C)NC(=S)Nc1cccc(Cl)c1,-20,-1,6,0.7,-10,-2,7,0
CCN(Cc1ccccc1)S(=O)(=O)c1cc(C(=O)O)ccc1OC,-7,-2,-31,0.7,0,-1,4,-2
O=C(NCCc1ccccc1)/C(=C\c1ccc([N+](=O)[O-])cc1)NC(=O)c1ccc(Br)cc1,2,4,-11,14,14,-2,6,-8
Cc1cc(C)c(C(N)=O)c(SCC(=O)c2cc(C)n(-c3cc(C)on3)c2C)n1,-4,-12,-1,5.1,-7,0,5,2
CC(=O)c1ccc(Nc2nc3ccccc3nc2NS(=O)(=O)c2cccs2)cc1,-1,-7,-3,83*,1,-2,-305,0
